CXCR6 inh: CXCR6 (human) receptor inhibition; O00574; 360,000 compounds, 0.36% hits; AID 602244; inhibition, % at 20 µM; CHO-K1 PathHunter CXCR6 beta-arrestin, luminescence; in the data active = inhibition above about 34%, passing the limit was not always enough;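 note: antagonist mode with CXCL16 agonist at 10 nM final; 0% = 10 nM CXCL16 with DMSO and 100% = unstimulated wells without agonist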
Target sequence (O00574 whole entry, looked up): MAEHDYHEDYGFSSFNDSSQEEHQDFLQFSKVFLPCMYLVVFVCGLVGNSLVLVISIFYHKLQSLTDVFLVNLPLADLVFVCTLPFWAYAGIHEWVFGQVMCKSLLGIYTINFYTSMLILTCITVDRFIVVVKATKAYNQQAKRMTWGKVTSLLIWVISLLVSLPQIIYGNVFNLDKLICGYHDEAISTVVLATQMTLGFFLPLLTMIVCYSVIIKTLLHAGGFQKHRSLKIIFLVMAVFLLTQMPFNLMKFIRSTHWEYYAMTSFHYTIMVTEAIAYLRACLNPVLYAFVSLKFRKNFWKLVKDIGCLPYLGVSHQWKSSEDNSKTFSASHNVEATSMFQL
EBI2 block: EBI2 (human) antagonism | EBI2 beta-arrestin recruitment, luminescence, 7a,25-OHC stimulated | inhibition, % at 5 µM | 360,000 compounds, 0.81% hits | AID 651636; in the data active = inhibition above about 38%;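 note: enzyme fragment complementation signal reports receptor beta-arrestin coupling in cells; 0% = agonist plus DMSO wells and 100% = wells without agonist; some results beyond the cut were filed as inactive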
Target sequence (P32249 whole entry, looked up, the tested form may be a part): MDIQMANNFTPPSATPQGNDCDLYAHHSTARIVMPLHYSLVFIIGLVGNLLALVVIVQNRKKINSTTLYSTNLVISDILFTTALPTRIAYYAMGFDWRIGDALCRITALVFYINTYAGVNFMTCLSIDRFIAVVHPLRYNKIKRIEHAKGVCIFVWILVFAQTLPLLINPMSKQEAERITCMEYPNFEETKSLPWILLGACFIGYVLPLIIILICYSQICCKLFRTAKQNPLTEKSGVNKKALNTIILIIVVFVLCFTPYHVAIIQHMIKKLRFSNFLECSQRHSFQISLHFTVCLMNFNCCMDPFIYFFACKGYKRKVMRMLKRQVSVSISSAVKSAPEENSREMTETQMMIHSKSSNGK
CCR6 antag: antagonists of human CCR6 receptor | P51684 | CHO-K1 CCR6 PathHunter beta-arrestin, luminescence, CCL20-stimulated | inhibition, % at 20 µM | 340,000 compounds, 0.49% hits;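 active = compounds whose inhibition of the agonist-driven luminescence signal at 20 µM reaches about 50%, limit read from the data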;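 note: cells stimulated with CCL20 at 14 nM final; plate controls were DMSO with CCL20 for no effect and DMSO without agonist for full effect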
Target sequence (P51684 whole entry, looked up): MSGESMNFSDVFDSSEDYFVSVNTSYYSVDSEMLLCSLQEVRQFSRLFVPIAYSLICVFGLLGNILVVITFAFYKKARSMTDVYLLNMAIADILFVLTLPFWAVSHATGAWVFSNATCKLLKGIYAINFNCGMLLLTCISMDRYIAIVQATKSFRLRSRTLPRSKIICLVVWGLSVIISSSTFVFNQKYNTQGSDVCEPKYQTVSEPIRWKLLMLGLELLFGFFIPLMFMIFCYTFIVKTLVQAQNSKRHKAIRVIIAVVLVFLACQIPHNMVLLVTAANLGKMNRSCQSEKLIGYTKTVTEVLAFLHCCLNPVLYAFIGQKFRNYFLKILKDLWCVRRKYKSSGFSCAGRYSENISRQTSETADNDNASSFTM
* marks the source's active call; other numbers are inactive results. This is a subset; count on the stated rates, not on these rows.

Start of the data: the first five compounds (preview)
Results for CCC1(O)CCCC2C3CCC4CC(=O)CCC4(C)C3C(=O)CC21C (configuration not stated) ?
CXCR6 inh: -2; EBI2 block: -2; CCR6 antag: -1

How did Cc1ccc(S(=O)(=O)NNc2ccccc2)c(C)c1 do in these assays?
CXCR6 inh: 4; EBI2 block: -8; CCR6 antag: -4

Results for O=C(CCS(=O)(=O)c1ccc(Cl)cc1)Nc1cccc(S(=O)(=O)N2CCCCCC2)c1 ?
CXCR6 inh: 1; EBI2 block: -9; CCR6 antag: 31

What do the screens show for `CC1(C)OC(C(O)(c2ccccc2)c2ccccc2)[C@@H](C(O)(c2ccccc2)c2ccccc2)O1` (some centres not stated)?
CXCR6 inh: 2; EBI2 block: 6; CCR6 antag: -2

Results for C=CCN(CC=C)CC(=O)Nn1c(C)ccc1C ?
CXCR6 inh: 4; EBI2 block: -3; CCR6 antag: 2

The whole of this part, repeating the preview:
Results for CCC1(O)CCCC2C3CCC4CC(=O)CCC4(C)C3C(=O)CC21C (configuration not stated) ?
CXCR6 inh: -2; EBI2 block: -2; CCR6 antag: -1

How did Cc1ccc(S(=O)(=O)NNc2ccccc2)c(C)c1 do in these assays?
CXCR6 inh: 4; EBI2 block: -8; CCR6 antag: -4

Results for O=C(CCS(=O)(=O)c1ccc(Cl)cc1)Nc1cccc(S(=O)(=O)N2CCCCCC2)c1 ?
CXCR6 inh: 1; EBI2 block: -9; CCR6 antag: 31

What do the screens show for `CC1(C)OC(C(O)(c2ccccc2)c2ccccc2)[C@@H](C(O)(c2ccccc2)c2ccccc2)O1` (some centres not stated)?
CXCR6 inh: 2; EBI2 block: 6; CCR6 antag: -2

Results for C=CCN(CC=C)CC(=O)Nn1c(C)ccc1C ?
CXCR6 inh: 4; EBI2 block: -3; CCR6 antag: 2

What do the screens show for `O=C1OC(c2cccs2)=N/C1=C/c1ccc(-c2cccc(C(=O)O)c2)o1`?
CXCR6 inh: 10; EBI2 block: 1; CCR6 antag: 21

Results for O=[N+]([O-])c1cc(F)cc(F)c1Nc1ccc(F)cc1 ?
CXCR6 inh: -5; EBI2 block: -5; CCR6 antag: 1

What do the screens show for `Cc1ccc(-n2c(SCC(=O)Nc3ncc(Cl)cc3Cl)nc3ccccc32)cc1`?
CXCR6 inh: 1; EBI2 block: -15; CCR6 antag: 17

What do the screens show for `CCC(C)CNC(=O)c1cccc(OC2CCN(CC(C)(C)C)CC2)c1` (configuration not stated)?
CXCR6 inh: 10; EBI2 block: -2; CCR6 antag: 7

Results for CN(C)C(CNC(=O)c1cc2ccccc2o1)c1ccccc1 (configuration not stated) ?
CXCR6 inh: 6; EBI2 block: -6; CCR6 antag: 13

How did CC(=O)OCC(=O)C1(O)CCC2C3CC(C)C4=CC(=O)C=CC4(C)C3(F)C(O)CC21C (configuration not stated) do in these assays?
CXCR6 inh: -1; EBI2 block: 9; CCR6 antag: 6

How did O=C1[C@H](Cc2ccccc2)NCCCC[C@@H](c2ccc(Cl)cc2)N1Cc1ccccc1 do in these assays?
CXCR6 inh: 6; EBI2 block: 9; CCR6 antag: 10

What do the screens show for `COc1ccc2nc3cc(Cl)ccc3c(Nc3ccc(O)c(CN4CCN(C)CC4)c3)c2c1`?
CXCR6 inh: 10; EBI2 block: -30; CCR6 antag: 17

How did Cc1ccc(S(=O)(=O)NC2(C(=O)O)CCCC2)cc1 do in these assays?
CXCR6 inh: -6; EBI2 block: -17; CCR6 antag: 6

Results for O=S(=O)(O)c1ccc(O)c2cc(Nc3ccccc3)ccc12 ?
CXCR6 inh: 8; EBI2 block: -20; CCR6 antag: 24

How did CCOC(=O)CC1=NN(c2ccccc2)C(=O)C1=c1sc(=C2SC(C)=C(C)N2CC)c(=O)n1CC do in these assays?
CXCR6 inh: -1; EBI2 block: -2; CCR6 antag: 5

What do the screens show for `Cc1cccc(-c2ccc3c(c2)C2CC3CCN2C(=O)OCc2ccccc2)c1` (configuration not stated)?
CXCR6 inh: 6; EBI2 block: 2; CCR6 antag: 22

How did C#CCN1C(=O)S/C(=C/C=C/c2ccc(N(C)C)cc2)C1=O do in these assays?
CXCR6 inh: 18; EBI2 block: 20; CCR6 antag: 41

Results for Cc1cc(C)nc(Nc2n[nH]c(COc3cccc4ccccc34)n2)n1 ?
CXCR6 inh: -3; EBI2 block: 15; CCR6 antag: 4

What do the screens show for `CCOC(=O)c1ccc2ncc(-c3ccccc3)nc2c1`?
CXCR6 inh: 7; EBI2 block: 4; CCR6 antag: 11

What do the screens show for `COc1ccc(Cl)c(CNC[C@H]2O[C@@H](n3cnc(C(N)=O)n3)[C@H](O)[C@@H]2O)c1`?
CXCR6 inh: 2; EBI2 block: -4; CCR6 antag: 2

How did C=C1C(=O)OC2CC1C(O)CC(C)=CCCC(C)=CC(O)CC2C (configuration not stated) do in these assays?
CXCR6 inh: 7; EBI2 block: 0; CCR6 antag: 12

How did COc1ccccc1C=CC(=O)C=Cc1ccccc1OC do in these assays?
CXCR6 inh: 4; EBI2 block: 3; CCR6 antag: 20

What do the screens show for `CCOC(=O)N1CCC(NC(=O)C2CCN(Cc3nc(-c4ccc(CC)cc4)oc3C)CC2)CC1`?
CXCR6 inh: 4; EBI2 block: 7; CCR6 antag: 12

What do the screens show for `O=C1NC(=S)NC1=Cc1ccc(Cl)cc1Cl`?
CXCR6 inh: 30; EBI2 block: -7; CCR6 antag: 50

What do the screens show for `CC[C@]12C(=O)N(C)C[C@H]([C@@H]3C(=O)N(Cc4ccccc4)C(=O)[C@@H]31)N2C(=O)c1ccc(C(C)(C)C)cc1`?
CXCR6 inh: -1; EBI2 block: 2; CCR6 antag: 8

What do the screens show for `COc1ccccc1C(=O)Cc1ccccc1`?
CXCR6 inh: 5; EBI2 block: -1; CCR6 antag: 6

What do the screens show for `O=C(Cc1ccccn1)c1ccncc1`?
CXCR6 inh: 4; EBI2 block: -7; CCR6 antag: 14

How did Cc1cc(CNC[C@H]2O[C@@H](n3cnc(C(N)=O)n3)[C@H](O)[C@@H]2O)c(C)n1-c1cccnc1 do in these assays?
CXCR6 inh: 2; EBI2 block: 0; CCR6 antag: 13

How did COc1c(C)cccc1C(=O)NC(=S)Nc1cccc2nsnc12 do in these assays?
CXCR6 inh: -7; EBI2 block: -1; CCR6 antag: 30

How did Cc1c(Br)c(=O)oc2c(Br)c(O)c(O)cc12 do in these assays?
CXCR6 inh: -4; EBI2 block: 4; CCR6 antag: 13

What do the screens show for `CCCCn1c2nc3ccccc3nc2c2c(=N)oc(C)nc21`?
CXCR6 inh: 6; EBI2 block: -2; CCR6 antag: 6

How did Cc1ccc(C(=O)Cc2ccccc2)cc1 do in these assays?
CXCR6 inh: 2; EBI2 block: -8; CCR6 antag: 8

How did CCc1c(N)nc(N)nc1Nc1ccccc1Cl do in these assays?
CXCR6 inh: 0; EBI2 block: 5; CCR6 antag: 5

Results for C=CCc1cccc2cc(C(=O)Nc3ccccc3C(=O)O)c(=O)oc12 ?
CXCR6 inh: -12; EBI2 block: -40; CCR6 antag: -8

What do the screens show for `CCN(CC)c1ccc(S(=O)(=O)N2CCOCC2)cc1NC(=O)COC(=O)C1=COCCO1`?
CXCR6 inh: 8; EBI2 block: 3; CCR6 antag: 24

How did CC(C(=O)c1ccccc1)C(O)c1ccccn1 (configuration not stated) do in these assays?
CXCR6 inh: -4; EBI2 block: 4; CCR6 antag: 1

How did CCOc1ccccc1C(=O)N[C@H](C(=O)OCC(=O)Nc1nnc(-c2ccccc2)o1)C(C)C do in these assays?
CXCR6 inh: 0; EBI2 block: -3; CCR6 antag: 4

What do the screens show for `Cc1cc2ncn(S(=O)(=O)c3ccc(S(N)(=O)=O)cc3)c2cc1C`?
CXCR6 inh: 3; EBI2 block: 4; CCR6 antag: 9

How did O=C(C(c1ccccc1)C(O)c1ccccc1)N1CCOCC1 (configuration not stated) do in these assays?
CXCR6 inh: 3; EBI2 block: -4; CCR6 antag: 7

What do the screens show for `CN(C)CCCN1c2ccccc2Sc2ccc3ccccc3c21`?
CXCR6 inh: -6; EBI2 block: -17; CCR6 antag: 24

How did CN(C(=O)c1ccc(NC(=O)Cc2ccc(NC(=O)C3CCCN(C(=O)c4ccccc4)C3)cc2)cc1)C1CCCC1 (configuration not stated) do in these assays?
CXCR6 inh: -5; EBI2 block: -11; CCR6 antag: 2

What do the screens show for `COc1ccc(CC(=O)NCC(=O)N/N=C/c2ccco2)cc1`?
CXCR6 inh: -6; EBI2 block: -15; CCR6 antag: 7

What do the screens show for `Cc1csc(/N=C/c2ccc([N+](=O)[O-])cc2)n1`?
CXCR6 inh: -17; EBI2 block: -12; CCR6 antag: 8

What do the screens show for `Nc1ccc2c(c1)-c1ccc(F)cc1C2=O`?
CXCR6 inh: 12; EBI2 block: 10; CCR6 antag: 16

Results for Cn1c2ccccc2c(=O)c2ccc(NCc3ccc4c(c3)OCO4)cc21 ?
CXCR6 inh: -10; EBI2 block: -8; CCR6 antag: 8

Results for C(=NN=C1c2ccccc2-c2ccccc21)c1ccc2c(c1)OCO2 ?
CXCR6 inh: -2; EBI2 block: 15; CCR6 antag: 7

Results for N#Cc1ccc(CC(=O)c2ccccc2)[nH]c1=O ?
CXCR6 inh: 7; EBI2 block: -8; CCR6 antag: 36

What do the screens show for `Nc1nc(N)nc(C2C=CCCC2)n1` (configuration not stated)?
CXCR6 inh: -10; EBI2 block: -5; CCR6 antag: -1

How did CCN(CC)CCOc1ccc(C=NNc2nc3c([nH]2)c(=O)n(C)c(=O)n3C)cc1 do in these assays?
CXCR6 inh: -8; EBI2 block: 1; CCR6 antag: 3

What do the screens show for `CN(C(=O)c1ccc(NC(=O)Cc2cccc(NC(=O)C3CCCN(C(=O)C4CCCC4)C3)c2)cc1)C1CC1` (configuration not stated)?
CXCR6 inh: -8; EBI2 block: -1; CCR6 antag: 10

How did O=S(=O)(Nc1ccccc1-c1ccccc1)c1ccccc1 do in these assays?
CXCR6 inh: 6; EBI2 block: 9; CCR6 antag: 27

How did CCOC(=O)N1CCN(C(=O)c2cn(-c3ccc(C)c(C)c3)c(=O)c3ccccc23)CC1 do in these assays?
CXCR6 inh: -10; EBI2 block: -5; CCR6 antag: -2

How did CC(C)CC(=NNC(=O)c1ccncc1)c1cc(Cl)ccc1O do in these assays?
CXCR6 inh: -13; EBI2 block: 19; CCR6 antag: -7

How did O=C(CN1CCN(CC(=O)c2ccc(Cl)cc2)CC1)c1ccc(Cl)cc1 do in these assays?
CXCR6 inh: 6; EBI2 block: 7; CCR6 antag: 25

How did NC(=O)c1ncn([C@@H]2O[C@H](CNCc3cnc(N4CCOCC4)nc3)[C@@H](O)[C@H]2O)n1 do in these assays?
CXCR6 inh: 10; EBI2 block: -4; CCR6 antag: 3

How did Cc1ccc(C(=O)N2CCC(C(=O)c3ccc(F)cc3)CC2)cc1 do in these assays?
CXCR6 inh: 0; EBI2 block: 52*; CCR6 antag: 2

Results for CN1OC[C@@H]2CN[C@H](c3cccc(-c4cc(Cl)cc(Cl)c4)c3)C[C@@H]21 ?
CXCR6 inh: -2; EBI2 block: 0; CCR6 antag: 9

Results for CCN1C(=O)/C(=c2\o/c(=C3\C=Cc4ccccc4N3CC)c(=O)n2CC)SC1=S ?
CXCR6 inh: 5; EBI2 block: 14; CCR6 antag: 28

What do the screens show for `CCOC(=O)c1cnc2scnn2c1=O`?
CXCR6 inh: 9; EBI2 block: -12; CCR6 antag: -4

Continued, starting with the last 2 of the part before.
Results for CCN1C(=O)/C(=c2\o/c(=C3\C=Cc4ccccc4N3CC)c(=O)n2CC)SC1=S ?
CXCR6 inh: 5; EBI2 block: 14; CCR6 antag: 28

What do the screens show for `CCOC(=O)c1cnc2scnn2c1=O`?
CXCR6 inh: 9; EBI2 block: -12; CCR6 antag: -4

How did Cc1noc(C)c1COc1ccccc1C(=O)N1CCN(S(=O)(=O)c2ccc(F)c(F)c2)CC1 do in these assays?
CXCR6 inh: -1; EBI2 block: 2; CCR6 antag: 6

How did CC(C)CC(c1nnnn1CC1CCCO1)N1CCN(c2nc3ccccc3s2)CC1 (configuration not stated) do in these assays?
CXCR6 inh: -1; EBI2 block: 5; CCR6 antag: 15

Results for Cc1cc(-c2nc3ncccc3o2)ccc1NC(=O)c1ccc([N+](=O)[O-])o1 ?
CXCR6 inh: -6; EBI2 block: -12; CCR6 antag: -10

Results for CC(C)C(NS(=O)(=O)c1ccccc1)C(=O)OCc1cc([N+](=O)[O-])cc2c1OCOC2 (configuration not stated) ?
CXCR6 inh: -7; EBI2 block: -3; CCR6 antag: 9

What do the screens show for `O=C(COC(=O)C1CCCCC1)NCCc1ccccc1`?
CXCR6 inh: 2; EBI2 block: 7; CCR6 antag: -5

How did Cc1ccccc1-c1cccc([C@@H]2C[C@H]3[C@H](CON3C)CN2Cc2ccccc2)c1 do in these assays?
CXCR6 inh: 9; EBI2 block: 11; CCR6 antag: 22

How did N/C(=N\OC(=O)COc1ccc(Cl)cc1Cl)c1ccncc1 do in these assays?
CXCR6 inh: -7; EBI2 block: 13; CCR6 antag: 8

How did Cc1ccccc1CN(C)C(C)C(=O)NCc1ccccc1 (configuration not stated) do in these assays?
CXCR6 inh: -1; EBI2 block: -2; CCR6 antag: 7

How did COc1ccc(N2N=NN(C(C)C)C2=C(Cl)c2nnnn2-c2ccc(OC)cc2)cc1 do in these assays?
CXCR6 inh: -11; EBI2 block: -5; CCR6 antag: 5

What do the screens show for `COc1cc2c(cc1CNC[C@H]1O[C@@H](n3cnc(C(N)=O)n3)[C@H](O)[C@@H]1O)OCO2`?
CXCR6 inh: -7; EBI2 block: -11; CCR6 antag: 4

What do the screens show for `COc1ccc(NC(=O)C2CC3C=CC2C3)c([N+](=O)[O-])c1` (configuration not stated)?
CXCR6 inh: 2; EBI2 block: -12; CCR6 antag: 8

Assay outcomes (PubChem)
